Compound activity (PubChem BioAssay)
ABCB6 inh MLPCN: inhibitors of human ABC transporter ABCB6. K562-ABCB6 porphyrin accumulation, flow cytometry, 1 h; hits give low values. fluorescence ratio to DMSO, % at 10 µM. hit rate 0.19% among 360,000;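 active = fluorescence ratio to DMSO below 75%, the collection mean minus 3 SD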;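 also: signal is porphyrin accumulated inside mitochondria; 100% equals median channel fluorescence of DMSO control wells; lower ratio means ABCB6 inhibition with less porphyrin fluorescence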
hiPSC survival: increases survival of single human iPS cells | hiPSC single-cell survival, ATPlite luminescence; 100% = ROCK inhibitor wells, 0% = DMSO | survival enhancement, % at 20 µM | hit rate 0.044% among 360,000; in the data active = survival enhancement above about 18%;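 also: cells exposed to compounds for 16 hours before the ATP read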
HTR2A ag: agonists of mouse serotonin 5-HT2A receptor (HTR2A). hit rate 0.66% among 360,000. AID 624169. CHO-K1 mHTR2A beta-arrestin complementation, luminescence; percent of 30 µM serotonin response. activation, % at 7.6 µM. P35363;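 active = activation above a run cutoff, the mean activation of all tested compounds plus 3 SD, cut at about 14% in these data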;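 also: 0% = plate median of compound wells and 100% = 30 µM serotonin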
Target sequence (P35363 whole entry, looked up): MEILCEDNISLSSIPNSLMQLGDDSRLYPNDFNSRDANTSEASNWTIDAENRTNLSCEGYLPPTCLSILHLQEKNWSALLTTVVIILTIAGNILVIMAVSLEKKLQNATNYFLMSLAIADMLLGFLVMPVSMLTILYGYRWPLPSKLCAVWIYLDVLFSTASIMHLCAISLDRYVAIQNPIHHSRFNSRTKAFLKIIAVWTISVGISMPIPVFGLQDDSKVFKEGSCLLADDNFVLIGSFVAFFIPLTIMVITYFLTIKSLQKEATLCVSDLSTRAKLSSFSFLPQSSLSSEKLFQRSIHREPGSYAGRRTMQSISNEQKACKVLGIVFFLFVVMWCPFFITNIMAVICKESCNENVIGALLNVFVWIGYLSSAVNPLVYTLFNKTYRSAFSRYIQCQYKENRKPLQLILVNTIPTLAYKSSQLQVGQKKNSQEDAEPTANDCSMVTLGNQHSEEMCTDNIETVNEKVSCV
Granule exo inh: lytic granule exocytosis inhibition; hit rate 0.66% among 360,000; AID 651702; inhibition, % at 10 µM; TALL-104 LAMP-1 surface exposure, flow cytometry; cells stimulated with thapsigargin and PMA;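 active = inhibition above about 55%, limit read from the data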
H9c2 protect: modulators protecting cardiomyocytes from myocardial damage. protection from H2O2 cell death, % at 20 µM. AID 588492. hit rate 0.63% among 360,000. H9c2 cardiomyocytes, H2O2 injury protection, ATPLite, 2 h;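 active = compounds giving at least 50% protection of heart cells from peroxide-induced death in the single-dose screen, raw or plate-pattern-corrected value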;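 also: 0% = DMSO wells with peroxide and 100% = DMSO wells without peroxide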
ABHD5 PLIN5 PPI: ABHD5-PLIN5 protein interaction inhibition; Q00G26+Q8WTS1; Split G. princeps luciferase complementation, luminescence, 4 h; inhibition, % at 4 µM; hit rate 0.78% among 360,000;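 active = inhibition above the mean inhibition across every tested compound plus 3 SD, cut at about 22% in these data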;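 also: 0% = DMSO only wells and the 100% control is not disclosed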
aDG glyco act: alpha-DG glycosylation activation; Pro5-aDG cells, alpha-DG glycosylation AlphaScreen (IIH6); 0% Pro5, 100% B10-LARGE cell signal; hit rate 0.22% among 360,000; AID 624168; activation, % at 10 µM;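 active = activation of at least 8% versus controls, or a plate z-score of at least 8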;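 also: Pro5 are CHO cells carrying HIG-tagged alpha-DG that lacks glycosylation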
MC4R ag barr: human MC4R agonism via beta-arrestin. U2OS MC4R beta-arrestin complementation, luminescence; percent of melanotan II response, DMSO zero. activation, % at 8.9 µM. hit rate 0.98% among 360,000. AID 540308;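 active = activation above a per-plate cutoff, the mean activation of sample wells on that plate plus 3 SD, cut at about 8% in these data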
Target sequence (P32245 whole entry, looked up): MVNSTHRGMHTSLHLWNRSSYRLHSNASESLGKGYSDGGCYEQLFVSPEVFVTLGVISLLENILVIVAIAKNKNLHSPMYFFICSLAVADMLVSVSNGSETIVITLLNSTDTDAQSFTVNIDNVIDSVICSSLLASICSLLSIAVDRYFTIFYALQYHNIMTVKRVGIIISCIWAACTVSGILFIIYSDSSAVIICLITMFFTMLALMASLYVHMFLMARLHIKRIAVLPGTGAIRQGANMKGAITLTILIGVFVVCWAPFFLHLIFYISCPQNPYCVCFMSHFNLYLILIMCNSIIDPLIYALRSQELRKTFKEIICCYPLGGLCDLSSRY
MC4R antag cAMP: antagonists of human melanocortin 4 receptor (MC4R). hit rate 0.48% among 360,000. inhibition, % at 6.5 µM. MC4R-expressing cells, MTII-stimulated cAMP, LANCE TR-FRET. P32245. AID 540295;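 active = inhibition above its plate's cutoff, the mean of tested wells on that plate plus 3 SD, cut at about 29% in these data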;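 also: 0% = Melanotan II alone and 100% = Melanotan II plus saturating MCL0020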
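Material: human MC4R-expressing U2OS cells. Probe or stimulus: Melanotan II challenge. Dosing: 6.5 µM single dose. Times: 30-min compound, 1-h challenge, 1-h detection, room temperature. Technique: TR-FRET with Eu-cAMP and labeled anti-cAMP, 671 nm. Replication: singlicate.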
N-glyco inh: blocks N-linked glycosylation in D54 reporter cells. AID 588692. D54 ERlucT glycosylation luciferase reporter, 24 h; percent of 100 nM tunicamycin response. hit rate 0.23% among 360,000. reporter increase, % at 12.5 µM;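 active = mean luciferase reporter signal, scaled so untreated is 0 and the glycosylation-blocking control 100, at or above a set limit in every replicate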;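 also: luciferase carries N-glycosylation sites so blocking glycosylation raises the light; 0% = median of neutral control wells and 100% = median of 100 nM tunicamycin wells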
Active calls of the source: *; nt = not tested or not shown. Outcome played no part in choosing rows (roughly 4.5% active in at least one column).

SMILES | ABCB6 inh MLPCN | hiPSC survival | HTR2A ag | Granule exo inh | H9c2 protect | ABHD5 PLIN5 PPI | aDG glyco act | MC4R ag barr | MC4R antag cAMP | N-glyco inh
CC1(c2ccc3ccccc3c2)NC(=O)N(CC(=O)N2CCCC(C(F)(F)F)C2)C1=O (stereo not drawn) | 84 | -0.7 | 2 | -1 | -5 | -3 | -0.1 | -0.2 | 0 | 16
CC(C)c1ccc(N(C(=O)c2csnn2)C(C(=O)NC(C)(C)C)c2cccnc2)cc1 (stereo not drawn) | 102 | -0.8 | -5 | -1 | -4 | -5 | 0.2 | -2.2 | -4 | 1
CCc1c(C)sc(NC(=O)C2CCCCC2C(=O)O)c1C(N)=O (stereo not drawn) | 97 | -1.7 | 2 | -1 | 2 | -10 | 0.1 | -0.9 | 2 | 0
Cc1ccc(CSCC(=O)NCc2cccs2)cc1 | 91 | -0.2 | -1 | 2 | 10 | 3 | -0.1 | -2.4 | -4 | 1
CC(C)(C)n1nc(Cc2cccc3ccccc23)c(C#N)c1N | 106 | 3.2 | -8 | 0 | -3 | -8 | 0.1 | -0.3 | 5 | -4
CCNC(=O)C1Cc2cc(S(=O)(=O)N3CCCC3)ccc2N1C(C)=O (stereo not drawn) | 96 | 0.2 | -3 | 0 | -6 | -5 | 0.0 | -1.2 | 4 | 0
O=C(CN1CCN(c2ccc(F)cc2)CC1)N1CCC(Cc2ccccc2)CC1 | 96 | -1.8 | -6 | -1 | -1 | 6 | 0.1 | -0.4 | -1 | -5
CC(C(=O)NC1CCCCC1)N(Cc1ccc(F)cc1)C(=O)c1snc(C(N)=O)c1N (stereo not drawn) | 98 | -0.4 | 4 | 5 | 0 | 5 | 0.0 | -0.1 | 18 | 1
c1ccc2c(c1)OCCOCCOCCOCCOc1ccccc1OCCOCCOCCO2 | 96 | -3.0 | -5 | 9 | 0 | 3 | 0.5 | -1.0 | 4 | 3
O=C(NCCN1CCOCC1)c1ccc2c(c1)N(Cc1cccc(F)c1)C(=O)c1ccccc1S2 | 99 | 0.1 | -7 | -6 | -3 | 5 | 0.0 | 1.4 | 15 | -1
CC(C)c1ccc(S(=O)(=O)N2CCN(CC(=O)c3ccc(O)c(O)c3)CC2)cc1 | 99 | 0.0 | -2 | 0 | 56* | 0 | 0.0 | -1.8 | 11 | 0
O=C1c2ccccc2C(=O)N1CCSC(=S)N1CCOCC1 | 101 | -3.3 | -2 | 0 | 5 | -6 | -0.1 | -0.9 | 8 | 0
COC(=O)c1ccc(NC(=O)c2cccc(Cl)c2)o1 | 93 | -3.0 | 6 | 3 | -2 | 3 | -0.1 | -3.0 | -8 | 1
Nc1n[nH]c2cc(=O)n(-c3ccc(Cl)cc3)nc12 | 101 | 1.3 | -1 | -2 | 0 | 2 | -0.1 | -2.0 | -3 | 0
CC(NC(=O)COc1ccccc1-c1ccccc1)c1ccccc1 (stereo not drawn) | 104 | 0.2 | 0 | -2 | -13 | -2 | 3.4 | 0.5 | 5 | -4
CC(=O)N1N=C(c2ccc(Br)cc2)CC1c1ccc(Br)cc1 (stereo not drawn) | 93 | -1.0 | 10 | -2 | -19 | -4 | 0.0 | 0.5 | 0 | 2
CC(C)C(=O)NC(=S)Nc1ccc(S(=O)(=O)Nc2nccs2)cc1 | 96 | -1.7 | 2 | -1 | -5 | 3 | 0.1 | -2.0 | 12 | 2
CCC(=O)Nc1ccc(S(=O)(=O)Nc2ccccn2)cc1 | 102 | 2.3 | 10 | 0 | 0 | -1 | 0.2 | -0.5 | -7 | 0
COc1ccc(N(CC(=O)N2CCN(C)CC2)S(=O)(=O)c2cc(C)ccc2OC)cc1Cl | 100 | -0.4 | -1 | 0 | 3 | 4 | 0.3 | -1.1 | 1 | nt
O=C(NC1CCCCC1)c1cc(-c2cccc(Cl)c2)on1 | 88 | 0.5 | -9 | 9 | 1 | -6 | 0.1 | 5.8 | -1 | -2

Given as a markdown table: part of the list above.
| Structure | ABCB6 inh MLPCN | hiPSC survival | HTR2A ag | Granule exo inh | H9c2 protect | ABHD5 PLIN5 PPI | aDG glyco act | MC4R ag barr | MC4R antag cAMP | N-glyco inh |
| --- | --- | --- | --- | --- | --- | --- | --- | --- | --- | --- |
| O=C(NCCN1CCOCC1)c1ccc2c(c1)N(Cc1cccc(F)c1)C(=O)c1ccccc1S2 | 99 | 0.1 | -7 | -6 | -3 | 5 | 0.0 | 1.4 | 15 | -1 |
| CC(C)c1ccc(S(=O)(=O)N2CCN(CC(=O)c3ccc(O)c(O)c3)CC2)cc1 | 99 | 0.0 | -2 | 0 | 56* | 0 | 0.0 | -1.8 | 11 | 0 |
| O=C1c2ccccc2C(=O)N1CCSC(=S)N1CCOCC1 | 101 | -3.3 | -2 | 0 | 5 | -6 | -0.1 | -0.9 | 8 | 0 |
| COC(=O)c1ccc(NC(=O)c2cccc(Cl)c2)o1 | 93 | -3.0 | 6 | 3 | -2 | 3 | -0.1 | -3.0 | -8 | 1 |
| Nc1n[nH]c2cc(=O)n(-c3ccc(Cl)cc3)nc12 | 101 | 1.3 | -1 | -2 | 0 | 2 | -0.1 | -2.0 | -3 | 0 |
| CC(NC(=O)COc1ccccc1-c1ccccc1)c1ccccc1 (stereo not drawn) | 104 | 0.2 | 0 | -2 | -13 | -2 | 3.4 | 0.5 | 5 | -4 |
| CC(=O)N1N=C(c2ccc(Br)cc2)CC1c1ccc(Br)cc1 (stereo not drawn) | 93 | -1.0 | 10 | -2 | -19 | -4 | 0.0 | 0.5 | 0 | 2 |
| CC(C)C(=O)NC(=S)Nc1ccc(S(=O)(=O)Nc2nccs2)cc1 | 96 | -1.7 | 2 | -1 | -5 | 3 | 0.1 | -2.0 | 12 | 2 |

Later entries:
SMILES | ABCB6 inh MLPCN | hiPSC survival | HTR2A ag | Granule exo inh | H9c2 protect | ABHD5 PLIN5 PPI | aDG glyco act | MC4R ag barr | MC4R antag cAMP | N-glyco inh
O=C(c1cccs1)N1C[C@@H](O)[C@H](n2cc(-c3ccc(F)cc3)nn2)C[C@@H]1c1ccccc1 | 99 | -0.1 | -1 | 2 | -8 | 0 | -0.1 | 1.1 | 17 | 10
CNc1ncc(C(=O)c2ccc(-c3ccccc3)cc2)s1 | 90 | 0.5 | -6 | 2 | -6 | -7 | 0.1 | 3.9 | -1 | -11
COC(=O)[C@@H]1C[C@@]2(O)[C@@H](O)[C@@H](O)[C@@H](O)C[C@H]2N1C/C=C/c1ccccc1 | 101 | -1.7 | 7 | -2 | -2 | -8 | 0.1 | 0.2 | 6 | 0
COc1ccc(N2CCN(C(=O)CCNC(=O)c3ccc(C(C)(C)C)cc3)CC2)cc1 | 84 | -0.8 | -3 | 0 | -18 | 1 | 0.3 | -0.6 | 1 | 0
O=C(NCCC(=O)N1CCN(C(=O)c2ccco2)CC1)c1ccccc1Cl | 96 | -0.3 | -2 | -5 | 6 | 6 | 0.3 | -1.4 | 1 | 0
CC(NC(=O)COC(=O)Cc1cccs1)c1ccc(F)cc1 (stereo not drawn) | 107 | -0.5 | 13 | 1 | 9 | 4 | 0.0 | -0.5 | 3 | 3
CCNC(=O)C1(C)CCN1C(=O)Cc1ccc(C(C)C)cc1 (stereo not drawn) | 96 | -1.8 | 3 | -10 | -1 | 2 | 0.1 | 0.6 | 3 | -2
O=C1CCCc2nn(-c3ccccc3)nc21 | 96 | -1.9 | 4 | -1 | -5 | -7 | -0.2 | -1.1 | -1 | nt
COc1cccc(-c2c(C#N)c(SC)nc3cc(C)nn23)c1 | 103 | -0.4 | 2 | -4 | -4 | 2 | -0.1 | 2.0 | 11 | 0
CCOC(=O)C(CCCOc1ccc(C)cc1)C(=O)OCC | 99 | 2.4 | -5 | 1 | -12 | -2 | 0.4 | -1.1 | 4 | 1
CCOC(=O)c1ccc(NC(=O)c2nc[nH]c2C(=O)NCCCNC(=O)c2[nH]cnc2C(=O)Nc2ccc(C(=O)OCC)cc2)cc1 | 98 | -2.6 | 7 | 10 | 44 | 0 | -0.2 | -0.2 | 7 | 0
COc1cc(C(c2c(O)cc(C)[nH]c2=O)c2c(O)cc(C)[nH]c2=O)ccc1O | 95 | 1.3 | -2 | 0 | 3 | 2 | -0.1 | 0.6 | 0 | -8
C=C(C)C(=O)N1CC2(CC(c3cccc(NC(=O)CCCCC)c3)=NO2)C[C@H]1C(N)=O (stereo partly drawn) | 107 | 0.2 | 6 | -4 | 3 | 1 | 0.1 | -0.2 | 0 | 1
CCOC(=O)c1cc(C(=O)Nc2ccc(S(=O)(=O)Nc3ccc(OC)cc3)cc2)nn1C | 94 | -0.3 | -4 | 7 | -14 | 1 | 3.0 | -1.4 | 10 | 1
COCCCn1c(=O)c2sccc2n2c(CCCC(=O)N3CCN(c4ccccn4)CC3)nnc12 | 106 | -0.5 | -4 | -2 | 4 | 4 | 0.5 | -2.2 | 16 | 1
C=CCN(CC=C)C(=O)C1CCN(S(=O)(=O)c2ccc(-n3cnnn3)cc2)CC1 | 98 | -0.3 | 8 | 0 | -3 | 13 | 0.1 | -1.8 | 12 | -1
COCCn1ccc2c(OCC(=O)NCCc3ccccc3)cccc2c1=O | 94 | 0.6 | -2 | 0 | 6 | -10 | 0.1 | -1.6 | 6 | 1
CN1CCCN(Cc2nc(-c3ccc(Cl)cc3)no2)CC1 | 91 | -0.7 | -6 | -5 | 1 | 4 | 2.5 | 0.6 | 3 | -1
O=C(CSc1nc2ccccc2o1)Nc1ccccc1N1CCCCCC1 | 94 | -0.1 | 0 | 1 | -15 | -1 | 0.3 | 4.1 | 4 | -6
CCCc1c(C(=O)N/N=C/c2ccc(-c3ccccc3)cc2)nnn1-c1nonc1N | 107 | -0.7 | 0 | -19 | 10 | 2 | -0.1 | -0.3 | 3 | 3
Cc1cc(S(=O)(=O)N2CCOCC2)ccc1OCC(=O)Nc1ccc(F)cc1F | 96 | -0.3 | 7 | -6 | -4 | 1 | -0.1 | 0.4 | -3 | -2
COCCNC(=O)CCCn1c(=O)c2ccccc2n(CC(=O)NCCC2=CCCCC2)c1=O | 88 | 6.9 | 4 | 1 | 4 | 2 | -0.2 | 0.2 | 1 | 0
COc1cccc(Cn2c(C(C)n3c(-c4cnccn4)nc4ccccc43)nc3ccccc32)c1 (stereo not drawn) | nt | nt | -4 | -7 | nt | 4 | 0.1 | nt | nt | nt
CC(=O)OCC(=O)C1(O)CCC2C3CC(F)C4=CC(=O)CCC4(C)C3C(O)CC21C (stereo not drawn) | 94 | -0.6 | 1 | 7 | -1 | 8 | -0.2 | -2.1 | 3 | 9
CCN(c1cccc(C)c1)S(=O)(=O)c1ccc2c3c(cccc13)C(=O)N2 | 89 | 0.8 | 11 | -1 | -11 | 0 | 0.2 | 5.3 | 5 | -1
COc1ccccc1N1CCN(CCC(=O)Nc2ccc(F)cc2)CC1 | 96 | -0.3 | -14 | -1 | 4 | -3 | 0.2 | -0.2 | 0 | 0
CSc1nc(C)cc(OCCO)n1 | 90 | -1.2 | -2 | -4 | 7 | -1 | 1.4 | -2.2 | -2 | 1
